Screening results: PubChem, National Center for Advancing Translational Sciences (NCATS)
KDM5B inh – blocks human KDM5B histone demethylase activity | Q9UGL1 | KDM5B demethylase, FDH-coupled NADH fluorescence (FDH is formaldehyde dehydrogenase) | Potency, µM (series often up to 57.7 µM), for inactives: at the highest dose activity change, negative = inhibition, most hits filed as inhibitors | 220,000 compounds, 2.6% hits | AID 1347165; active = well fitted inhibition curve with a large enough effect; inconclusive = small, poorly fitted or top-dose-only effect; inactive = no such curve, though single readings can be large or run the other way; note: 0% is about no effect; nearly all actives have a fitted effect of over 70% in size
Target sequence (Q9UGL1 whole entry, looked up): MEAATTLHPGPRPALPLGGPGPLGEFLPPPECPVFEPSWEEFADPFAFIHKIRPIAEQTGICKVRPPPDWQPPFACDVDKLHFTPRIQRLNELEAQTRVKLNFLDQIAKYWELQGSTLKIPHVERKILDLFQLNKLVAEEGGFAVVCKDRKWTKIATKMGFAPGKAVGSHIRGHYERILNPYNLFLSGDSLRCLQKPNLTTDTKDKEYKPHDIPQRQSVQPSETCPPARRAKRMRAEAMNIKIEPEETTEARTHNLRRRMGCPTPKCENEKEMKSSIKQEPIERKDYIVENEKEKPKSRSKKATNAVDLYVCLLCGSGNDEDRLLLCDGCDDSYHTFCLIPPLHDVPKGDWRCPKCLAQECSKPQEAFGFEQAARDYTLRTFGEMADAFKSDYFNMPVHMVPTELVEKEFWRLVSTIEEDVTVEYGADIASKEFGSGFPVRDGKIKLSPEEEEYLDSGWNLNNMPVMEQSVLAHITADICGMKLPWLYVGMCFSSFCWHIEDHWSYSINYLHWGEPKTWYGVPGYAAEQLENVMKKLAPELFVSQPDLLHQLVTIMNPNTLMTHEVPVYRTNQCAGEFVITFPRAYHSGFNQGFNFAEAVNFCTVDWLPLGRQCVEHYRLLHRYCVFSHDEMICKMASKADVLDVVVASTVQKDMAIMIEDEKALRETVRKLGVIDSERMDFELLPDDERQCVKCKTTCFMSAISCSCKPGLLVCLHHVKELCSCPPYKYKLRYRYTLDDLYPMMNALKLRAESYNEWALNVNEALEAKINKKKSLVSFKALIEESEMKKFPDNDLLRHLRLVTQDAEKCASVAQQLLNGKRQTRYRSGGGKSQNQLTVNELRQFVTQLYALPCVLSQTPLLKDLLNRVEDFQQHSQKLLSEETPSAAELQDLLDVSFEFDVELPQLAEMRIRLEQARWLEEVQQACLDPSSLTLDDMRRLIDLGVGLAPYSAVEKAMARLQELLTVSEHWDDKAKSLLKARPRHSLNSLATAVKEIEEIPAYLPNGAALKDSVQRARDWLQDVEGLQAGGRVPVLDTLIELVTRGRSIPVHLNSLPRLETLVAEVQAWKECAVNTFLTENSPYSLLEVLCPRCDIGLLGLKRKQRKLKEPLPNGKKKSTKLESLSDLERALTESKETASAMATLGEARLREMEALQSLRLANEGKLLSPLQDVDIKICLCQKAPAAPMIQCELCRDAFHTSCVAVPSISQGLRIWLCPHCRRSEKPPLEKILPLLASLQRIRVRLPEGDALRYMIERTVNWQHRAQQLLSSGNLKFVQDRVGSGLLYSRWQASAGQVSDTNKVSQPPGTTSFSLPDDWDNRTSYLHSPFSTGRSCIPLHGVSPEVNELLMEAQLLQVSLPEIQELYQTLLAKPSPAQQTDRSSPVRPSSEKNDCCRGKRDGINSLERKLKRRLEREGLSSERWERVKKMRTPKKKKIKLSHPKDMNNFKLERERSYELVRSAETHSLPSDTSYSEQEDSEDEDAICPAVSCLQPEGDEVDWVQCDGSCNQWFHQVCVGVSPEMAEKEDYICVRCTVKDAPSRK
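Measured: NADH fluorescence change, 30 min, RT. System: KDM5BΔAP 200 nM final, H3K4me3 peptide, α-KG, Fe(II), ascorbate, NAD⁺ plus FDH, pH 7.5 HEPES. Compounds: titrated, 10 min pre-incubation with enzyme.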
Starred values were filed as active, the others as inactive; i = inactive; ? = inconclusive; & = joins results of further samples; [ ] = dose if it differs, or a comment. Potency is the fitted concentration of half-maximal effect. This is a subset; the hit share may differ from the screen's.

KDM5B inh	structure
31.6%	COc1ccc(CCNC(=O)CC2Sc3ccccc3NC2=O)cc1OC (stereo unspecified)
0.5%	O=C(Cn1nc2c(cc1=O)CCCC2)NCCc1ccco1
5.4%	CCc1noc(-c2cn(C3CCN(C(=O)c4cccc(NC(C)=O)c4)C3)nn2)n1 (stereo unspecified)
10.2%	OCC#Cc1csc(CN2CCCC3(CCNCC3)CC2)c1
16.3%	CC(C)(C)NC(=O)CSc1nc(C2CC2)nc2ccccc12
9.2%	CC(=O)Nc1ccc(NC(=O)CCc2nc(-c3ccc(C)n(C(C)C)c3=O)no2)cc1
13.8%	COc1cccc(CNC(=O)CSc2nc3ccccc3nc2Cc2ccccc2)c1
-19.0%	O=C(CCc1ncc(-c2ccc(Cl)cc2)o1)NCc1cccc(Cl)c1
-24.7%	CCCCc1cc(=O)oc2c(C)c(OC(C)C(=O)OCC)ccc12 (stereo unspecified)
-7.5%	CN(c1cccc(F)c1)S(=O)(=O)c1c(-c2ccc(F)cc2)csc1C(=O)NCc1ccco1
-0.8%	O=C(c1nn2c(C(F)(F)F)cc(-c3ccccc3)nc2c1Cl)N1CCN2CCCC2C1 (stereo unspecified)
33.0%	CSc1n[nH]c(=O)n1C1CCCCC1
18.2%[149 µM]	N#Cc1cccc(CN2CCC3(Cc4ccccc4CNC3=O)C2)c1 (stereo unspecified)
27.2%	O=C(Cn1nc2n(c1=O)CCCCC2)Nc1ccc(C(F)(F)F)cc1
8.1%	COc1ccc(N2CCN(C3CCCN(C(=O)c4ccoc4)C3)CC2)cc1 (stereo unspecified)
14.9%	Cc1cc(C(=O)COC(=O)Cn2cnc3c2c(=O)n(C)c(=O)n3C)c(C)n1CC(F)(F)F
-4.1%	COc1ccc(CNC(=O)COc2ccc(Br)c(C)c2)cc1
-17.1%	CSc1cccc(NC(=O)/C=C/c2ccc(Cl)cc2Cl)c1
37.2%	O=C(CSc1ccccn1)N[C@@H]1CCOC[C@H]1OCc1cscn1
-3.3%	CS(=O)(=O)N1N=C(c2ccc(Br)cc2)CC1c1ccc(Br)cc1 (stereo unspecified)
-0.7%	CCN(c1ccccc1)c1nnc(NC(=O)Nc2ccc(Br)cc2)s1
-2.0%	Cc1ccc2c(-c3oc4ccccc4c3N)cc(=O)oc2c1
14.2%	Cc1ccccc1NC(=O)Cn1nnc2sc3c(c2c1=O)CC(C)(C)OC3
-4.4%[86.2 µM]	CNC(=O)[C@@H](C1CCCCC1)N1CCC[C@H]1C(=O)NCCN1CCOCC1
-8.4%	COCCCNC(=O)CSc1ccccc1C

Compounds above that contain two or more sulfur atoms:
KDM5B inh	structure
-7.5%	CN(c1cccc(F)c1)S(=O)(=O)c1c(-c2ccc(F)cc2)csc1C(=O)NCc1ccco1
37.2%	O=C(CSc1ccccn1)N[C@@H]1CCOC[C@H]1OCc1cscn1

Continued:
KDM5B inh	structure
13.9%	Cc1ccc(OCC(=O)N/N=C/c2ccncc2)cc1C
-19.5%	COc1ccc(CN2Cc3cc(NC(=O)c4c(F)cccc4F)ccc3OCC2=O)c(OC)c1
20.2%	CC(=O)Nc1ccc(Nc2cc(C)nc3ccccc23)cc1
7.1%	COc1ccc(CNS(=O)(=O)c2cnc(N)nc2)cc1
-5.2%	CCn1ccnc1CN1CCC2(CCC(=O)N(CCc3ccncc3)C2)CC1
-16.7%	CCOc1ccccc1NC(=O)N1CCc2c(sc3c2CCCC3)C1c1ccccc1 (stereo unspecified)
15.3%	CC1NCC[C@H](O)[C@@H]1C (stereo partly specified)
?	CCOc1ccc2c(n1)CCN(C(=O)c1sccc1C)C2
3.2%	COc1cc(C2CC(=O)Nc3c2c(C)nn3-c2ccc(C)cc2)cc(OC)c1O (stereo unspecified)
-11.1%	O=C(Cn1nc2n(c1=O)CCCC2)Nc1cccc(C(F)(F)F)c1
18.3%	O=C(O)c1cc(I)ccc1I
36.9%	CCN1C/C(=N\S(=O)(=O)/N=C2\CN(CC)C(=O)N2CC)N(CC)C1=O
38.0%&-26.2%[activator]	Cc1ccc(NC(=O)N2CCc3cc(S(=O)(=O)N4CCC(C)CC4)ccc32)cc1F
24.2%	CCC1c2nccn2CCCN1C(=O)CCc1c(C)nn(C)c1C (stereo unspecified)
0.0%	CCC1(C(=O)NCc2cccc(F)c2)CCCCC(=O)N1 (stereo unspecified)
-13.6%	COc1ccc(NC(=O)C2=C(C)Nc3nc4ccccc4n3C2c2ccccc2C)cc1 (stereo unspecified)
-12.1%	CCC(=O)N(C1CCOCC1)C1CCN(S(=O)(=O)c2ccc(F)c(C)c2)CC1
12.3%	Cn1cccc1/C=N/N1CCN(Cc2ccccc2)CC1
0.3%	CC(=O)c1ccc(NC(=O)CSc2nc(-c3ccc(C)cc3)nc3c2c(=O)n(C)c(=O)n3C)cc1
18.1%	COc1ccccc1NC(=O)COc1nc(C(C)C)c2c(c1C#N)CC(C)(C)OC2
?	CCc1ccc2oc(-c3cc(NC(=O)c4cc(OC)c(OC)c(OC)c4)ccc3O)nc2c1
17.8%	Cc1ccc(NC(=O)c2cncn2-c2ccc(F)cc2)cc1S(N)(=O)=O
28.2µM*	Cn1nccc1CN1CCC2(CC1)CC(=O)c1ccccc1O2
1.1%	O=C(Nc1ccccc1Cl)c1cc(=O)c2ccccc2o1
?	COc1ccc(NC(=O)N2C[C@@H]3C[C@H](C2)c2ccc(NS(=O)(=O)c4ccc(OC)cc4)c(=O)n2C3)cc1
14.1µM*	Cc1cccc(C)c1-c1nc(C(=O)NCCc2ccc(Cl)cc2)n2ccccc12
19.9%	O=C(Cc1n[nH]c(=O)c2ccccc12)NC1CCc2ccccc21 (stereo unspecified)
0.4%[86.2 µM]	CN(Cc1ccccc1C(F)(F)F)C(=O)C1CC1
2.0%[86.2 µM]	COc1cccc(N2CC(C(=O)NCc3cccs3)NC2=O)c1 (stereo unspecified)
?	COc1ccc(-c2nc(C3CC3)nc3c2CCN(Cc2ccc(F)cc2)CC3)cc1
-25.5%	COc1ccccc1NC(=O)CSc1nc(-c2ccc(C(C)(C)C)cc2)c(C#N)c(=O)[nH]1
-19.7%[86.2 µM]	COc1ccc(C2=NOC3(CCN(Cc4ccsc4)C3)C2)cc1 (stereo unspecified)
5.6%	COC(=O)c1ccc(COC(=O)CCc2nc3ccccc3[nH]c2=O)cc1
-7.5%&-12.3%	O=C(Cn1cc(SCc2cccc(F)c2)c2ccccc21)N1CCCC1
25.1µM*	O=C(c1cccc2[nH]ccc12)N1CC(Oc2cccc(-c3nc(-c4ccccc4)no3)c2)C1
-20.1%	O=C(CCCCn1c(=O)c2ccccc2n(CC(=O)Nc2cccc(C(F)(F)F)c2)c1=O)NCc1ccc2c(c1)OCO2
6.0%	Cc1cc(-c2ccccc2)nc(CN2CC[C@@](O)(C3CCC3)[C@H](C)C2)n1
?	CC1N=C2c3ccccc3N=C(SCC(=O)NCCc3ccccc3)N2C1=O (stereo unspecified)
36.0%	CCc1cc(CNC(=O)CCc2nnc(CCCc3ccccc3)o2)on1
?	N#Cc1cccnc1Oc1ccccc1
22.4µM*	COc1ccc(C2(C(=O)NC3CCCN(c4ncccn4)C3)CC2)cc1 (stereo unspecified)
1.5%	COCCn1c(N2CCN(Cc3c(F)cccc3Cl)CC2)nc2c1c(=O)[nH]c(=O)n2C
-5.4%	COc1ccc(-c2c(-c3ccc(OC)cc3O)nc(N)nc2C(F)(F)F)cc1
-2.8%	Cc1ccc2c(c1)N(CCC(=O)NCCCN1CCCC1)C(=O)C(C)O2 (stereo unspecified)
11.2%	Cc1ccc(C(=O)NCC2CC3c4ccccc4C2c2ccccc23)cc1 (stereo unspecified)
i	CCN1CCN(CCOc2ccc3cc(-c4ccccc4)c(=O)oc3c2)CC1
-5.3%	CSc1ccccc1NC(=O)CC(C)C
7.8%	CCN1C(=O)C2(CCN(C(=O)COC)CC2)c2ccccc21
-21.0%	CC(C)c1ccc(NC(=O)CN2C(=O)CCc3cc(S(=O)(=O)N4CCOCC4)ccc32)cc1
11.8%	Cc1cccc(NC(=O)CN2CCN(C(=O)NCc3ccccc3CN(C)C)CC2)c1C

Continued:
KDM5B inh	structure
-15.2%	CCC(CC)NC(=O)CC1CCCN(c2cnn(CC)c(=O)c2)C1 (stereo unspecified)
?	O=C(Nc1ccc2nc(SCC(=O)N3CCCc4ccccc43)sc2c1)c1ccccc1
29.9%	Cc1nc(N2CCN(C(=O)COc3ccccc3)CC2)cc(C(F)(F)F)n1
2.9%	Cn1c(SCC(=O)Nc2ccc(Br)cc2F)nc2c(=O)[nH]cnc21
-3.7%	CC1(C)CC2=C(CO1)C(=S)NC(c1ccccc1)N2CC1CCCO1 (stereo unspecified)
7.5%	COC(=O)[C@H](Cc1ccc(OC)cc1)NC(=O)[C@@H]1CN(C(=O)c2cccc(F)c2)CCN1C(C)=O
9.9%	CC(NC(=S)Nc1ccc(SC(F)F)cc1)c1ccncc1 (stereo unspecified)
?	COc1cc(NC(=O)CCc2c(C)nc3c(c(C)nn3-c3ccccc3)c2C)cc(OC)c1OC
-15.5%	CCOc1ccc(CC(=O)N2[C@@H]3CC[C@H]2CC(NC(=O)c2cnc(C)cn2)C3)cc1 (stereo partly specified)
10.6%	O=C(c1cc(C2CC2)[nH]n1)N1CCC2(CCCN(CC3CCC3)C2=O)C1 (stereo unspecified)
-3.3%[86.2 µM]	CC(=O)NC1(C)CCCN(Cc2cc(-c3cccc(C(F)(F)F)c3)cs2)C1 (stereo unspecified)
?	CC(C#N)OC(=O)c1cc(-c2cccs2)nc2ccccc12 (stereo unspecified)
6.0%	CN(C)CC1(O)CCC2(CCN(C(=O)C3(c4ccccc4)CC3)CC2)CC1
?	CC1CCCN(S(=O)(=O)c2ccc(-c3nc(C#N)c(NCCCN(C)C)o3)cc2)C1 (stereo unspecified)
4.0%	COC(=O)c1ccc2c(c1)N(CC(=O)Nc1cccc(Cl)c1C)C(=O)c1ccccc1S2
-1.1%	COCCCn1c(C)cnc1CC1CCN(C(=O)Nc2ccc(C)c(C)c2)CC1
11.8%	COc1ccc(NC(=O)CCc2c[nH]c3ccccc23)cc1
31.6µM*	Cc1noc(C)c1-c1cc(-c2ccc([S+](C)(=O)[O-])cc2)cn2cncc12
1.7%	CN(CCc1ccccn1)C(=O)c1cn(CCN2CCNCC2)nn1
10.3%	CC(C)CNC(=S)Nc1cccc(Cl)c1
?	CCOc1ccccc1CN1C[C@@H]2C(=O)N(CCN3CCc4ccccc4C3)C(=O)[C@@H]2C1
-6.7%	CCC(C(=O)Nc1ccc2c(c1)CN(Cc1cc(F)cc(F)c1)C(=O)CO2)c1ccccc1 (stereo unspecified)
-0.9%	COc1cc(OC)cc(C(=O)NCC2CCCN(Cc3cnn(C)c3C)C2)c1 (stereo unspecified)
4.7%	Cc1nc(SC(C)c2ccc(F)c(F)c2)sc1CC(N)=O (stereo unspecified)
?	O=C(NCCC(=O)N1CCCCCC1)c1cc(=O)[nH]c2ccccc12

Grouped by structure: the compounds so far containing a thiophene ring, fused or not.
KDM5B inh	structure
10.2%	OCC#Cc1csc(CN2CCCC3(CCNCC3)CC2)c1
-7.5%	CN(c1cccc(F)c1)S(=O)(=O)c1c(-c2ccc(F)cc2)csc1C(=O)NCc1ccco1
14.2%	Cc1ccccc1NC(=O)Cn1nnc2sc3c(c2c1=O)CC(C)(C)OC3
-16.7%	CCOc1ccccc1NC(=O)N1CCc2c(sc3c2CCCC3)C1c1ccccc1 (stereo unspecified)
?	CCOc1ccc2c(n1)CCN(C(=O)c1sccc1C)C2
2.0%[86.2 µM]	COc1cccc(N2CC(C(=O)NCc3cccs3)NC2=O)c1 (stereo unspecified)
-19.7%[86.2 µM]	COc1ccc(C2=NOC3(CCN(Cc4ccsc4)C3)C2)cc1 (stereo unspecified)
-3.3%[86.2 µM]	CC(=O)NC1(C)CCCN(Cc2cc(-c3cccc(C(F)(F)F)c3)cs2)C1 (stereo unspecified)
?	CC(C#N)OC(=O)c1cc(-c2cccs2)nc2ccccc12 (stereo unspecified)

Back to the main list, repeating the 4 entries before the break.
KDM5B inh	structure
-6.7%	CCC(C(=O)Nc1ccc2c(c1)CN(Cc1cc(F)cc(F)c1)C(=O)CO2)c1ccccc1 (stereo unspecified)
-0.9%	COc1cc(OC)cc(C(=O)NCC2CCCN(Cc3cnn(C)c3C)C2)c1 (stereo unspecified)
4.7%	Cc1nc(SC(C)c2ccc(F)c(F)c2)sc1CC(N)=O (stereo unspecified)
?	O=C(NCCC(=O)N1CCCCCC1)c1cc(=O)[nH]c2ccccc12
11.0%	Clc1cc(Cl)c(N/N=C/c2ccccc2Br)c(Cl)c1
-1.6%	O=C(c1ccco1)N1CCC(N2C(=O)C(OCC3CC3)C23CCOCC3)CC1 (stereo unspecified)
?	Cn1cccc1CN1CCC2(CC1)COc1ccccc1[S+](=O)([O-])N2
-18.9%	Cc1cccc(N2C(=O)C(CC(=O)Nc3ccccc3)N(C3CCCCC3)C2=O)c1 (stereo unspecified)
26.0%	Cc1cccc(NC(=O)c2cc3c(cc2C)OCCCO3)c1
10.4%	COc1ccc2cc(C(C)C(=O)NC3CCCCC3C)ccc2c1 (stereo unspecified)
10.1%	CCc1ccc(C(=O)NCc2ccc(N3CCN(C)CC3)nc2)o1
?	O=[S+]([O-])(c1ccccc1)N1CCCC2(CC(c3cccnc3)=NO2)C1 (stereo unspecified)
16.3%	Cc1cc(Cl)ccc1OCC(=O)N(Cc1ccc(Cl)cc1)CC1CCCO1 (stereo unspecified)
19.3%	CC(=O)c1c(-c2ccc(C)cc2)nc2n(CCN3CCOCC3)c3ccccc3n12
-11.2%	Cc1ccc(NC(=O)CCCN2C(=O)COc3ccc(C)cc32)c(Cl)c1
-13.9%[86.2 µM]	CN1C(=O)COC[C@@H]1[C@H](O)c1ccc(NC(=O)c2cnccn2)cc1
?	Cc1cccc(N2CCN(c3c4c(nc5nncn35)CCC4)CC2)c1C
?	COCCN1CC(CO)C2(CCN(C(=O)COc3cccc(C)c3)CC2)C1 (stereo unspecified)
